EPAC2 antag: EPAC2 (human) antagonism; Potency, µM (titrated, usually from 114 µM), for the others: at the highest dose activity, negative = inhibition, usual class: inhibitors; EPAC2 GEF exchange of Rap1B-BODIPY-GDP, fluorescence; 0.18% of 360,000 active; AID 720708; also: potency is read from the fitted curve at half-maximal effect; % is scaled to controls: 0 for no effect and ±100 for the full control effect; nearly all actives have a fitted effect of over 45% in size; many of its hits are not listed in these tables
PI5P4Ka inh: blocks human PI5P4K alpha kinase activity. max response, %. AID 652105. 1.2% of 330,000 active. P48426. PI5P4Kalpha enzyme, ADP-Glo luminescence, 60 min; hits give low values; active = max response of -50% or lower; inconclusive = between -30% and -50%; inactive = -30% or higher; also: value at the top dose of about 77 µM; % is scaled to controls: 0 for no effect and ±100 for the full control effect
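Human PI5P4Kalpha with substrate in 0.038 M HEPES pH 7.4, 0.28 mM EGTA, 0.1% CHAPS, 5% DMSO; reaction started with 5 microM ATP (final), 60 min at room temperature. ADP formed read by ADP-Glo luminescence.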
WRN inhibitor: blocks human WRN helicase; WRN helicase unwinding, fluorescent forked duplex, kinetic; 0.46% of 360,000 active; Q14191; Potency, µM (top dose mostly 114 µM), for the others: top-dose activity change, negative = inhibition, actives largely listed as inhibitors; AID 651768; also: potency is read from the fitted curve at half-maximal effect; % is scaled to controls: 0 for no effect and ±100 for the full control effect; nearly all actives have a fitted effect of over 55% in size
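Kinetic fluorescence helicase assay: unwinding of a quenched forked DNA duplex (100 nM final) with 2 mM ATP final raises red fluorescence (525/598 nm). Compounds sat 15 min at room temperature with 20 nM WRN beforehand.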
PLK1 PBD block: inhibitors of human PLK1 polo-box domain binding; P53350; Plk1 PBD binding of FITC phosphopeptide, fluorescence polarization; Potency, µM, for inactives: max response, negative = inhibition, actives largely listed as inhibitors; 2.8% of 360,000 active; AID 720504; also: potency is read from the fitted curve at half-maximal effect; series mostly up to about 57 µM; % is scaled to controls: 0 for no effect and ±100 for the full control effect; nearly all actives have a fitted effect of over 65% in size
MmCpn inh: inhibitors of Methanococcus maripaludis chaperonin (MmCpn) | purified Mm-Cpn ATPase, ADP Transcreener TR-FRET | Potency, µM (titrated, usually from 76.9 µM), without a hit: top-dose activity, negative = inhibition, usual class: inhibitors | 0.031% of 330,000 active | AID 504842; also: potency is read from the fitted curve at half-maximal effect; % is scaled to controls: 0 for no effect and ±100 for the full control effect; nearly all actives have a fitted effect of over 80% in size
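TR-FRET (320 nm excitation; 590 and 665 nm emission) reports ADP made from 10 uM ATP by 25 nM enzyme; compounds were preincubated 10 min, reaction run 30 min, both at 37°C.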
EPAC1 antagonist: EPAC1 (human) antagonism; O95398; EPAC1 GEF assay, Rap1b-BODIPY-GDP exchange fluorescence; Potency, µM (doses to about 115 µM), for inactives: at the top dose activity change, negative = inhibition, hits mostly inhibitors; 0.14% of 360,000 active; AID 720709;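 also: potency is read from the fitted curve at half-maximal effect; plate controls were vehicle for no effect and positive control for full effect; nearly all actives have a fitted effect of over 50% in size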
Target sequence (O95398 whole entry, looked up): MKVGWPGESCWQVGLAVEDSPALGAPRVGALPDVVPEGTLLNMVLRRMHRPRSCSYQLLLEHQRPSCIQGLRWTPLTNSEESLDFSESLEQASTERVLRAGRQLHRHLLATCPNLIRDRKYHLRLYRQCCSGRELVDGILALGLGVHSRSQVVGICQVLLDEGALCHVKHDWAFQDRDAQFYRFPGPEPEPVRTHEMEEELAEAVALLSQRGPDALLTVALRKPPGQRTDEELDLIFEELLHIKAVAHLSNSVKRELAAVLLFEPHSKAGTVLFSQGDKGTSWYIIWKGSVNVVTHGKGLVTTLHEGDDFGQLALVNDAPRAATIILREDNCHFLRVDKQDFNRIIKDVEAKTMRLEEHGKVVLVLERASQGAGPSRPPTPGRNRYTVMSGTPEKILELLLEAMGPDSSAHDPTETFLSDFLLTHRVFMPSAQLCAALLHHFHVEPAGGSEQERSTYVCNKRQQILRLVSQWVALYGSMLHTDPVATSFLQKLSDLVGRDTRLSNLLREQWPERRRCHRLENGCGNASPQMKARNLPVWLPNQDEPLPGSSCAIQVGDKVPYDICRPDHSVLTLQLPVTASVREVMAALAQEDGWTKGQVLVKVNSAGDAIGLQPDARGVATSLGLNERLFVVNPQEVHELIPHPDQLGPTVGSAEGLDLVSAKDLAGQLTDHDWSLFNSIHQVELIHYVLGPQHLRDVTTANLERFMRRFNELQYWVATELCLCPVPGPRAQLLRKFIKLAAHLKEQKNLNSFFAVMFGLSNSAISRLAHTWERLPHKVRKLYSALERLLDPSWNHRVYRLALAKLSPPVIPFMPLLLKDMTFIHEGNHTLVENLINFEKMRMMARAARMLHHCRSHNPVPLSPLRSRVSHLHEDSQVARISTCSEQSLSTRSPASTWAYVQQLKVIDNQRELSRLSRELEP
EPAC1 agonist: EPAC1 (human) agonism. O95398. EPAC1 agonist qHTS, biochemical assay; response scale: 100% = response to 6.5 mM cAMP. Potency, µM (series often up to 154 µM), inactives show at the top dose activation, most hits filed as activators. 0.073% of 360,000 active. AID 720707; also: potency is read from the fitted curve at half-maximal effect; nearly all actives have a fitted effect of over 60% in size
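Read-out is the fluorescence drop as BODIPY-GDP leaves Rap1B (480 nm excitation, 540 nm emission), recorded every 5 minutes over 30 minutes. Reactions held 100 nM EPAC1, 250 nM Rap1B–BODIPY-GDP and 50 uM GDP, with 6.5 mM cAMP setting full activation.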
CCT chaperon mod: modulators of cytosolic chaperonin (CCT/TRiC) activity | activity change, % (test concentration not listed), hits read low | 0.3% of 360,000 active | purified chaperonin ATPase assay, HTRF ADP detection, 30 min; in the data active = activity change below about -30%; also: % is scaled to controls: 0 for no effect and ±100 for the full control effect
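ATPase activity: ADP formed was measured by HTRF Transcreener (665/615 nm ratio) after 30 min at 37 deg C with 10 uM ATP. Compounds screened at one 76 uM concentration against 40 or 20 nM TRiC in Tris pH 7.4/KCl/MgCl2/DTT buffer.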
Starred values were filed as active, the others as inactive; ? = inconclusive; · = no result given; [ ] = dose if it differs, or a comment. Unless noted, calls follow the shape of the dose curve; as a rule, active = well fitted curve in the direction sought with a large enough effect; inconclusive = small, poorly fitted or top-dose-only effect, or another doubt; inactive = no such curve, though single readings can be large; an effect the other way counts as inactive or inconclusive.

SMILES | EPAC2 antag | PI5P4Ka inh | WRN inhibitor | PLK1 PBD block | MmCpn inh | EPAC1 antagonist | EPAC1 agonist | CCT chaperon mod
CCCCNC(=O)C1CCN(C(=O)C2CCN(S(=O)(=O)c3ccc(C)cc3)CC2)CC1 | 1.9% | 0.2 | 9.5% | -5.7% | 3.8% | -20.7% | -2.3% | -0.7
CCN1CCN(S(=O)(=O)c2ccc(Oc3ccccc3OC)cc2)CC1 | 4.4% | -3.8 | -2.9% | 0.7% | 1.6% | 4.3% | 0.9% | 1.3
NNC(=O)c1sc(-c2ccccc2)cc1N | 2.6% | 8.0 | 4.8% | -5.1% | -1.1% | ? | 2.7% | -2.6
COc1ccc(-c2cc(C(F)(F)F)nc(SCC(=O)NCc3cccs3)n2)cc1 | 1.1% | · | -5.7% | 1.2% | -5.8% | -4.9% | 0.0% | -1.7
CCN(CC)c1ccc2c(c1)OC(N)=C(C#N)C2c1cccnc1 (stereo not drawn) | 30.2%[activator] | 1.3 | -26.2% | 35.2%[activator] | -2.3% | 32.1%[activator] | ? | 2.6
Cc1ccc(NC(=O)NCCCN2CCOCC2)cc1 | 8.2% | -2.4 | -7.2% | -0.6% | -2.1% | -1.0% | -4.3% | 0.5
COc1ccc(CCNC(=O)c2cc(=O)n(C)c(=O)n2C)cc1OC | -1.8% | -10.6 | 0.6% | -11.2% | -0.7% | -17.8% | 14.5% | -3.2
CC(=O)Nc1ccc(NC(=O)c2cccc3c2-c2ccccc2C3=O)cc1 | -3.0% | -6.9 | -8.9% | -0.6% | 4.1% | -28.8% | -11.7% | -2.0
CC(C)n1c(O)c(/C=C2\C=NN=C2c2ccccc2)sc1=S | -15.5% | 0.0 | -4.1% | -6.4% | -2.0% | -15.0% | 6.3% | 2.1
COc1ccc(OC)c(CCNC(=O)Cc2ccc(NC(=O)C3=C(C)OCCS3)cc2)c1 | -0.2% | -14.5 | 9.9% | -1.5% | · | 5.2% | -4.8% | 2.0
CC(C)c1ccc(NC(=O)c2ccc3c(c2)CCN3S(C)(=O)=O)cc1 | 6.5% | -6.1 | 2.8% | 0.5% | -0.9% | 8.5% | -6.2% | 1.7
CCOC(=O)C1(Cc2ccccc2C(F)(F)F)CCN(C2CCCC2)CC1 | 2.9% | 9.3 | -1.8% | 1.8% | -0.5% | 4.3% | -5.6% | -1.6
CC(C(=O)Nc1ccc2c(c1)OCCO2)N(C)Cc1c(F)cccc1Cl (stereo not drawn) | -9.1% | 0.0 | -4.8% | -3.3% | 0.3% | -3.0% | 15.5% | 0.6
O=[N+]([O-])c1ccc(C(=S)N2CCCC2)cc1 | 18.3% | -8.4 | -2.0% | 21.2µM* | 2.3% | 11.6% | 4.8% | -2.0
Cc1nc(NC(=O)c2c(-c3ccccc3Cl)noc2C)sc1C | -16.0% | 3.2 | -2.2% | 7.8% | -5.0% | 7.5% | 4.7% | -2.2
Cc1ccccc1N1C(=S)NC2c3ccccc3OC1(C)C2C(=O)N(C)C (stereo not drawn) | 9.5% | -1.1 | -25.5% | ? | 3.1% | -2.6% | -5.0% | 3.7
COc1ccc(Cl)cc1NC(=O)Nc1cnccn1 | -6.6% | -7.0 | 4.5% | 3.2% | 1.7% | -0.6% | 3.1% | -2.5
Cc1ccc2oc(=O)c3cnn(CC(=O)N(CCN(C)C)Cc4ccco4)c3c2c1 | 4.6% | -2.4 | 8.9% | -12.4% | -0.3% | -6.0% | -14.1% | -0.7
CCN(CC(=O)NCc1cccs1)C(=O)c1ccc(-c2ccccc2F)o1 | 12.2% | -4.3 | 4.8% | -0.9% | -1.2% | 5.9% | -18.5% | 0.2
CCN(CC)c1nc(C)nc2c1cnn2CCc1ccccc1 | -6.0% | -0.4 | -2.4% | -4.2% | 0.5% | -7.5% | 4.8% | 2.3
Cc1cc(C)cc(-n2c(C)c3c(C)nnc(C)c3c2C)c1 | -0.7% | -1.7 | -1.6% | -10.2% | -2.2% | -4.4% | 5.3% | 1.0
CCOC(=O)C1=C(C)OC(N)=C(C#N)C1c1cc(F)ccc1F (stereo not drawn) | -4.5% | · | -6.3% | -0.9% | -4.4% | -3.3% | -1.8% | -0.2
CC(=O)c1cccc(NC(=O)CC2S/C(=N/N=C3CCCCCC3)NC2=O)c1 (stereo not drawn) | -10.1% | -1.4 | 1.8%[57.1 µM] | 1.0% | 0.5% | -13.7% | -4.3% | -0.5
Cc1ccc(C(=O)N(CC(=O)Nc2sc(C)c(C)c2C(N)=O)C2CCCC2)cc1 | -5.5% | -8.4 | -2.6% | -9.6% | 0.3% | -26.9% | -18.1% | -0.7
COc1ccc(NC(=O)C2CCCN(C(=O)Nc3ccc(OC)cc3)C2)cc1 (stereo not drawn) | -3.4% | 3.3 | 0.4% | -14.1% | -1.1% | 9.6% | 5.4% | 0.9
N=C(N)SCc1ccc(Cl)c2ccccc12 | -4.9% | 15.0 | 5.1% | -2.7% | · | -1.5% | 6.6% | -0.5
O=S(=O)(Nc1ccc(NS(=O)(=O)c2ccccc2)c(Cl)c1)c1ccccc1 | 7.7% | -6.7 | 6.5% | -1.1% | · | ? | -11.2% | -0.9
CCOC(=O)c1cc(C)sc1NC(=O)CCC(=O)O | 5.4% | · | 1.1% | -6.9% | -7.4% | 3.3% | -8.9% | -2.0
Cc1cc(Br)ccc1NC(=O)CN(C)C(=O)C1CCN(C(=O)c2ccc(F)cc2)CC1 | 10.3% | -6.5 | 7.3% | 6.3% | -1.4% | 7.2% | 5.8% | -4.1
COc1ccc(OCCN2CCC(C(=O)NC(c3ccccc3)c3ccc4ccccc4n3)CC2)cc1 (stereo not drawn) | -5.4% | 1.2 | -8.1% | 3.9% | · | -0.8% | -5.6% | 0.5
CCOc1ccc(NC(=S)NCc2ccc3c(c2)OCO3)cc1 | -7.7% | 2.7 | -12.3% | -5.1% | -2.8% | -6.2% | 3.8% | -0.9
O=C1C=C(NCc2ccc(Cl)cc2)CC(c2ccco2)C1 (stereo not drawn) | 3.8% | ? | -14.5% | -9.0% | ? | -5.9% | 10.2% | -1.0
COC(=O)[C@@]12C[C@@H](CC(=O)NCCC(C)C)C(=O)N(Cc3cccc4ccccc34)C1=CCC(C)(C)C2 | -5.9% | 0.5 | -2.3% | -11.4% | · | ? | -14.6% | ·
CC(C)C(=O)N1CCN(c2ccccc2NC(=O)c2cccc3ccccc23)CC1 | -6.3% | 1.3 | -0.2% | -10.1% | -0.6% | -13.8% | 6.5% | 0.1
COCCOc1cc2ncnc(N3CCC(C(=O)O)CC3)c2cc1OCCOC | 4.3% | -6.4 | -6.7% | 3.4% | 2.0% | 2.3% | -3.1% | -3.9
N#Cc1c(NC(=O)CSc2ncnc3sccc23)oc(-c2ccco2)c1-c1ccco1 | -2.6% | -79.3* | ? | ? | -3.5% | ? | 8.5% | 1.3

Another view of 4 compounds above.
Results follow in this order: EPAC2 antag, PI5P4Ka inh, WRN inhibitor, PLK1 PBD block, MmCpn inh, EPAC1 antagonist, EPAC1 agonist, CCT chaperon mod
CCOC(=O)c1cc(C)sc1NC(=O)CCC(=O)O
  5.4%, ·, 1.1%, -6.9%, -7.4%, 3.3%, -8.9%, -2.0
O=S(=O)(Nc1ccc(NS(=O)(=O)c2ccccc2)c(Cl)c1)c1ccccc1
  7.7%, -6.7, 6.5%, -1.1%, ·, ?, -11.2%, -0.9
CC(C)C(=O)N1CCN(c2ccccc2NC(=O)c2cccc3ccccc23)CC1
  -6.3%, 1.3, -0.2%, -10.1%, -0.6%, -13.8%, 6.5%, 0.1
COCCOc1cc2ncnc(N3CCC(C(=O)O)CC3)c2cc1OCCOC
  4.3%, -6.4, -6.7%, 3.4%, 2.0%, 2.3%, -3.1%, -3.9

Other compounds.
SMILES | EPAC2 antag | PI5P4Ka inh | WRN inhibitor | PLK1 PBD block | MmCpn inh | EPAC1 antagonist | EPAC1 agonist | CCT chaperon mod
O=C(CSc1nnc(COc2ccc(F)cc2)o1)N1CCCCC1 | -6.0% | 1.3 | -3.7% | 2.1% | 0.7% | -2.9% | -6.1% | -0.4
Cc1ccc(S(=O)(=O)NC(=O)C2(C)CCN2C(=O)C2CC2)cc1 (stereo not drawn) | -3.1% | -1.3 | 0.4% | -1.2% | · | -2.7% | 0.5% | -0.9
Cc1ccc(S(=O)(=O)N2CCC(N3CCC(C)CC3)CC2)cc1 | -1.8% | 10.5 | -7.2% | -1.9% | 0.6% | -2.0% | 1.6% | 1.8
O=C(NCC1CCCO1)c1onc(CSc2ccc(F)cc2)c1C(=O)O (stereo not drawn) | 5.7% | ? | -1.3% | -12.6% | 2.3% | -6.6% | 6.4% | 0.4
CN(CC(=O)Nc1ccccc1Cl)C(=O)COC(=O)CSc1ccc(Cl)cc1 | -13.8% | 6.6 | -5.1% | -19.2% | 0.9% | -28.9% | 6.9% | 0.7
COc1ccccc1Oc1c(C)oc2cc(OC(=O)c3ccco3)ccc2c1=O | -1.9% | · | -1.0% | -2.9% | -3.4% | 6.5% | 2.3% | -7.1
CC(=O)c1ccc2ccccc2c1OC(=O)c1ccncc1 | -20.2% | 0.4 | -1.7% | -29.1% | · | 14.5% | -8.9% | 0.5
CN1CCN(C(=O)c2cc3sccc3n2CC(=O)c2ccccc2)CC1 | 8.7% | · | 8.8% | -5.6% | -1.3% | 20.2% | 0.1% | -0.8
O=C(Cc1cccc(NC(=O)C2CCN(C(=O)c3ccccc3)CC2)c1)Nc1cccc(C(=O)N2CCCC2)c1 | -7.9% | 0.6 | 9.3% | -0.8% | 0.3% | 12.7% | 6.2% | -0.3
Cc1ccc(-c2nc(CN(C)C(C3CC3)C3CC3)c(C)o2)cc1 | 4.7% | 4.5 | -5.2% | -4.6% | -1.5% | 0.8% | 3.7% | 1.0
Cc1ccc(CC(=O)N2CCN(C(=O)C3CCCO3)CC2)cc1 (stereo not drawn) | -0.9% | 1.0 | 0.5% | -17.9% | 0.0% | 10.6% | 5.6% | 0.6
CCOC(=O)Cc1csc(NC(NC(=O)CC)(C(F)(F)F)C(F)(F)F)n1 | 10.5% | 0.0 | 4.9% | -8.7% | -2.3% | -9.9% | -3.1% | 1.4
O=C(CN1CCN(C/C=C/c2ccccc2)CC1)Nc1cc([N+](=O)[O-])ccc1Cl | 19.0% | -0.7 | -18.5% | -8.6% | 1.5% | -3.0% | -4.3% | 1.9
O=C(CSCC(=O)N1CCN(c2ccccc2)CC1)Nc1nc(-c2ccc(Cl)s2)cs1 | -11.9% | 10.7 | -5.4% | -8.1% | -6.3% | ? | 2.8% | -0.2
O=C(OCc1nc2ccsc2c(=O)[nH]1)c1ccccc1 | -2.3% | -5.3 | -1.4% | -12.2% | -2.3% | -16.2% | 5.1% | -0.1

Source: PubChem

A portion of the library; the hit share may differ from the screen's.
